HSF1 inhib: HSF1 inhibition; NIH3T3-HGL HSE-luciferase, MG132-induced, luminescence 8 h; stronger effect = lower value; 300,000 compounds, 0.77% hits; activity change, negative = inhibition, % at 7.5 µM (by protocol);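 active = more than half of replicate wells show activity change below -50%, luminescence cut by over half; inconclusive = some wells, but at most half, below -50%; inactive = no replicate well below -50%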;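 also: luciferase reports HSF-1 transcriptional activity via heat shock element; 0% = median of DMSO wells and -100% = zero luminescence signal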
GSK3A inh: blocks human GSK-3 alpha kinase; ADP-Glo luminescence, 60 min; inhibition, % at 10 µM; 320,000 compounds, 0.1% hits; P49840;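 in the data active = inhibition above about 50%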;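 also: GST-tagged GSK-3 alpha with peptide substrate and 25 µM ATP; 0% = DMSO neutral wells and 100% = GW8510 positive control wells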
Target sequence (P49840 whole entry, looked up): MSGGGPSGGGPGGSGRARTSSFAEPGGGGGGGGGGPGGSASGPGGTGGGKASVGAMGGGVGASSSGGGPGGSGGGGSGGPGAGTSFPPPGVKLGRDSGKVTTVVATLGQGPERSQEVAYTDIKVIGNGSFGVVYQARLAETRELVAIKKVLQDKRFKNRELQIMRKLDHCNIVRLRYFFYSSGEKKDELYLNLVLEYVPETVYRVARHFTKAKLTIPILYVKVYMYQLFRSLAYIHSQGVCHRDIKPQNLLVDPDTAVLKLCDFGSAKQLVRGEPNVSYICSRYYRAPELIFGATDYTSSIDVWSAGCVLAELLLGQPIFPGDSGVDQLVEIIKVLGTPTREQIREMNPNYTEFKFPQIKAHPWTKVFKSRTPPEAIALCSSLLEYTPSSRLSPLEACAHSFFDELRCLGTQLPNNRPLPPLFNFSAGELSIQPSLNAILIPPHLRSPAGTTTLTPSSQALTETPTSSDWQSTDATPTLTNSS
PolyA inh: blocks polyadenylation in yeast reporter cells. 300,000 compounds, 0.02% hits. calls only at 12 µM. S. cerevisiae SKY197-pL101 polyadenylation reporter, beta-gal luminescence; efflux-impaired pdr1/pdr3 knockout yeast; score 100 = 6 SD above DMSO;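 active = lowest replicate activity score at least 50, where 100 means six control SD above control mean; inconclusive = lowest score under 50 but half or more replicates reach 50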;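 also: yeast exposed to compound for 9 h at 30 °C; higher score means more reporter readthrough which indicates perturbed polyadenylation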
HSF-1 act: increases HSF-1 driven luciferase reporter signal; activation, % at 9 µM; 300,000 compounds, 1.7% hits; AID 504408; NIH3T3-HGL HSF-1 luciferase reporter, MG132, 8 h; 100% = twice DMSO control signal;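 active = mean replicate activation of at least 50% with a set share of replicates each reaching 50%; inconclusive = only one of those two conditions met; inactive = mean below 50% and too few replicates reaching it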;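 also: 0% = median of the neutral control wells and 100% = twice that signal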
Platelet DG rel: modulates dense granule release in human platelets | inhibition, %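 (compounds screened at 7.5 µM in platelet-rich plasma)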 | AID 1663 | 300,000 compounds, 0.22% hits | human platelet-rich plasma, SFLLRN dense granule ATP release, luminescence;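 active = mean replicate score, as percent of positive control, at or above 50; inconclusive = mean below 50 but at least one replicate at or above 50; inactive = mean and every replicate below 50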
HDAC3 inhib: blocks human histone deacetylase 3; 320,000 compounds, 0.15% hits; inhibition, % at 8.3 µM; recombinant HDAC3, fluorogenic peptide/trypsin coupled, fluorescence; O15379; in the data active = inhibition above about 26%, passing the limit was not always enough; inconclusive = no clear call, values can overlap the other calls
Target sequence (O15379 whole entry, looked up): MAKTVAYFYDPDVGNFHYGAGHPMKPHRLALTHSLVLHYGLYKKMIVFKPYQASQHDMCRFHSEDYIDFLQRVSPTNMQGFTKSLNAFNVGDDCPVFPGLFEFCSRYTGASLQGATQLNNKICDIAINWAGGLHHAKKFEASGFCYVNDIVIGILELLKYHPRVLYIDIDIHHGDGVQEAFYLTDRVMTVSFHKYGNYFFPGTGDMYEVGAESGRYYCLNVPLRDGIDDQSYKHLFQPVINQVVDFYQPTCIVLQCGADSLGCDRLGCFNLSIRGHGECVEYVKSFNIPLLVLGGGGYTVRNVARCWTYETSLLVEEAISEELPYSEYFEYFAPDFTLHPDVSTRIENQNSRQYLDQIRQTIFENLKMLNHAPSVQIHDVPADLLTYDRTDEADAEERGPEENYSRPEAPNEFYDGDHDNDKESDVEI
GSK3beta inhib: inhibitors of human GSK3beta kinase; GST-GSK3beta kinase, ADP-Glo luminescence, 60 min; stronger effect = lower value; activity score (negative = inhibition), % at 10 µM; 300,000 compounds, 0.038% hits; AID 2097;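 active = more than half of replicate wells score below -50%, meaning over 50% inhibition versus plate controls; inconclusive = some replicates but at most half score below -50%; inactive = no replicate scores below -50%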;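 also: 0% = median DMSO wells and -100% = median GW8510 positive control wells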
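Assay system: GST-tagged human GSK3beta kinase, cell-free; Input: 1.6 ng GSK3beta; Medium: Tris/MgCl2 kinase buffer; Timing: 60 min enzyme reaction, room temperature; Signal: ADP-Glo luminescence quantifying ADP generated by kinase; Evaluation: score relative to plate controls; Benchmarks: DMSO neutral wells and GW8510 at 20 µM as positive.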
HSP90 inh: inhibitors of HSP90 luciferase refolding in rabbit reticulocyte lysate. luciferase refolding luminescence, 3 h. inhibition, % at 5.6 µM. 290,000 compounds, 0.91% hits;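 active = inhibition above the screen-wide mean plus 3 SD, computed separately per campaign, cut at about 16% in these data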;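 also: 0% = DMSO wells and 100% = 60 µM geldanamycin wells; inhibitors lower the luminescence because luciferase stays unfolded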
Dyrk1A ADPGlo: Dyrk1A (rat) kinase inhibition; ADP-Glo luminescence, NFATc1 peptide; 310,000 compounds, 0.43% hits; Q63470; inhibition, % at 12.5 µM; in the data active = inhibition above about 50%;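 also: plate controls were vehicle with enzyme for no effect and no enzyme for full effect; many of its hits are not listed in these tables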
AI-2 QS modul: Vibrio harveyi AI-2 quorum sensing modulation; Vibrio harveyi JMH597 AI-2 luminescence/OD600 ratio, 9 h; stronger effect = lower value; strain lacks LuxN and CqsS sensors; 0 = neutral-control median; activity change, % at 7.5 µM; 300,000 compounds, 0.4% hits; AID 2094; in the data active = activity change below about -75%, passing the limit was not always enough; inconclusive = no clear call, values can overlap the other calls;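 also: luminescence divided by OD600 gain over 9 h not by final OD600 alone; inactives centre near 13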
Numbers without * were called inactive; i = inactive; ? = inconclusive; / = no result given.

HSF1 inhib	GSK3A inh	PolyA inh	HSF-1 act	Platelet DG rel	HDAC3 inhib	GSK3beta inhib	HSP90 inh	Dyrk1A ADPGlo	AI-2 QS modul	compound
0.0	6.3	i	-3.6	-0.3	-4.2	1.0	3.3	1.5	18.5	O=C(CSc1ccsc1[N+](=O)[O-])NCCc1ccccc1
3.7	1.5	i	-1.7	6.8	8.0	1.0	-0.8	-4.4	29.2	COc1ccc(C(=O)N/C(=C\c2cn(S(=O)(=O)N(C)C)c3ccccc23)C(=O)NC(C)C)cc1
11.0	-4.5	i	23.7	-5.8	0.1	1.7	0.3	0.8	13.7	O=C(O)COc1ccccc1/C=C1\SC(=O)N(Cc2ccc(F)cc2)C1=O
-5.1	-5.7	i	-5.7	10.9	0.0	1.3	-0.7	-6.9	26.2	CC(C)=CCN1CCN(Cc2ccoc2)CC1CCO (stereo not given)
-1.1	-1.0	i	7.7	-3.8	0.7	-0.7	-3.6	2.5	23.4	COC(=O)C1=C(CS(=O)(=O)c2cc(Cl)ccc2OC)NC(=O)NC1c1ccc(O)c(OC)c1 (stereo not given)
-1.3	0.3	i	6.5	-3.9	5.5	-1.7	/	2.1	20.7	CC1CCCN(S(=O)(=O)c2ccc(NC(=O)C3CC(=O)N(C(C)(C)C)C3)cc2)C1 (stereo not given)
21.6	-0.2	i	/	-3.5	-2.3	4.8	-2.0	-6.9	23.2	COc1ccc(NC(=O)C2C3CC/C=C\CCC32)cc1 (stereo not given)
-5.2	-2.9	i	-1.4	23.6	13.9	1.7	0.5	-4.1	13.7	Cc1nnc(NC(=O)Cn2c(=O)sc3ccccc32)s1

Continued, starting with the last 2 of the part before.
HSF1 inhib	GSK3A inh	PolyA inh	HSF-1 act	Platelet DG rel	HDAC3 inhib	GSK3beta inhib	HSP90 inh	Dyrk1A ADPGlo	AI-2 QS modul	compound
21.6	-0.2	i	/	-3.5	-2.3	4.8	-2.0	-6.9	23.2	COc1ccc(NC(=O)C2C3CC/C=C\CCC32)cc1 (stereo not given)
-5.2	-2.9	i	-1.4	23.6	13.9	1.7	0.5	-4.1	13.7	Cc1nnc(NC(=O)Cn2c(=O)sc3ccccc32)s1
0.4	-3.3	i	1.5	-2.1	0.2	-1.4	0.4	5.9	10.9	CCOC(=O)C(C(=O)Nc1cccc(C)n1)C1CCCCC1 (stereo not given)
-1.9	/	i	-4.7	-0.4	5.3	-0.1	0.1	/	25.3	N#Cc1cnc(NOCc2ccc(Cl)cc2)nc1
-9.4	1.1	i	-1.6	3.3	2.6	-0.7	20.3*	/	/	O=C(NNc1nc2ccccc2o1)c1ccccc1
16.2	1.1	i	?	-14.0	2.9	-3.0	-6.8	-5.8	8.2	Cn1c(CN2CCN(C(=O)c3ccc(F)cc3)CC2)nc2cc([N+](=O)[O-])ccc21
-13.4	-0.2	i	-4.6	5.7	-2.3	-6.4	1.2	1.5	10.3	Cc1ccc(CS(=O)(=O)Cc2ccc(C(=O)NCC3CCCO3)o2)cc1 (stereo not given)
-0.4	-2.4	i	3.5	-0.4	2.7	-1.9	-0.7	1.8	15.4	CCOC(=O)C1=C(C)N=c2s/c(=C\c3ccc(OCC(=O)O)cc3)c(=O)n2C1c1ccc(Cl)cc1 (stereo not given)
12.5	9.2	i	6.1	-0.1	0.0	2.3	4.3	2.0	1.9	Cc1sc2nc(-c3cccnc3)nc(Cl)c2c1-c1ccccc1
52.9	-5.3	i	75.4*	21.7	-5.8	-4.6	-1.2	2.3	?	CC1=CN2C(=N)/C(=C/c3ccc([N+](=O)[O-])o3)C(=O)N=C2S1
1.8	0.1	i	2.2	-3.9	0.7	4.2	-1.7	/	2.0	Cn1c(=O)[nH]c(=O)c2c1nc(Br)n2C/C=N/NC(N)=S
-2.3	/	i	-17.5	4.9	-16.6	-0.5	-1.9	-0.3	0.5	CC1(C)CC(=O)c2cc(OCC(=O)NCCN3CCOCC3)ccc2O1
-3.2	1.3	i	5.0	-1.9	6.0	-2.9	-0.7	-0.7	14.6	Cn1c(SCC(=O)NC2CCCC2)nnc1-c1cccs1
-0.4	0.1	i	3.7	10.5	-4.4	-0.1	6.8	0.0	-8.1	O=C(CCN1C(=O)/C(=C/c2ccccc2Cl)SC1=S)N1CCOCC1
-1.3	/	i	-9.2	-17.6	0.1	-0.7	3.2	/	4.0	CCCCOc1ccc(N(CC(=O)NC(C)(C)C)C(=O)CCC(=O)Nc2nccs2)cc1
-5.3	-2.1	i	7.8	-1.8	-1.8	1.3	/	-0.9	12.6	CCOC(=O)C1=C(C)N(CCCC(=O)O)C(=O)NC1c1ccc2ccccc2c1 (stereo not given)
-1.1	-2.3	i	0.6	13.1	2.6	-1.8	2.0	-0.5	18.8	Cc1cccc(N2CCN(S(=O)(=O)c3c(C)nc4scc(C)n4c3=O)CC2)c1C
-2.0	/	i	10.8	-0.4	-6.6	-7.7	-0.9	7.7	-3.3	CN(Cc1nc(-c2cccnc2)no1)S(=O)(=O)c1ccc(Br)cc1
-5.5	-0.4	i	15.0	3.0	-3.5	5.2	0.8	-0.4	13.0	CSCCC(NC(=O)c1ccco1)C(=O)NCc1ccc(F)cc1 (stereo not given)
-6.5	-2.2	i	-23.4	5.9	0.2	0.9	0.3	-1.6	26.4	Cc1cc(C)nc(SCc2ccc(C(=O)NNC(=O)Nc3cccc(Cl)c3)cc2)n1
5.3	0.0	i	10.6	4.2	-0.8	-0.8	/	-0.4	14.2	Cc1ccc(S(=O)(=O)N(C)c2ccc(OC(C)C(=O)N3CCCC3)cc2)cc1C (stereo not given)
6.7	-1.4	i	-8.1	0.9	3.6	-2.9	0.8	-4.0	12.0	COc1ccc(C2CC(c3cccs3)=NN2C(=O)CSC2=NN3CCCC(=O)N=C3S2)cc1 (stereo not given)
-10.5	-1.8	i	-3.7	-3.2	-7.7	26.6	2.7	-7.4	-4.1	CCCc1nc2ccccc2c(C(=O)OCC(=O)N2CCc3ccccc32)c1CC
-0.1	-0.6	i	3.1	9.9	2.8	4.0	7.9	/	9.4	Cc1cc(C(=O)Nc2ccccc2N2CCOCC2)c(C)o1
-3.8	2.0	i	0.5	-5.9	1.4	1.5	-0.7	-2.6	10.2	O=C(NC1=NCCS1)C1CC(=O)N(c2ccccc2)C1 (stereo not given)
-1.5	1.0	i	17.4	-3.1	0.2	2.7	-0.8	-6.8	17.2	COc1ccc(Cn2c(CCC(=O)O)nc3cccnc32)cc1
-12.8	-0.6	i	-6.7	-1.6	4.5	1.5	3.7	-3.0	-0.3	CC(=O)Nc1ccc(S(=O)(=O)Nc2nccc(C)n2)cc1
-2.9	-0.3	i	-12.1	0.9	-12.5	3.0	2.0	-4.6	10.5	O=S(=O)(CC12C3C4C5C1C2C(Br)(C43)C51OCCO1)c1ccccc1 (stereo not given)
-3.9	-2.3	i	-9.0	-0.4	-2.1	-0.8	-1.2	7.3	3.5	CC(C)C[C@@H](COc1ccccc1)N1CCN(CCc2ccccc2)CCC1=O
-2.6	/	i	17.8	-0.9	6.4	2.9	-3.9	-2.4	14.4	Cc1cc(NC(=O)CSCc2ccccc2)no1
8.4	/	i	17.6	-1.6	/	-4.4	-5.5	31.1	11.6	COc1ccc(/C(C#N)=C/c2cccnc2)cc1
-15.6	-1.8	i	-9.0	5.7	/	2.7	-2.7	-3.8	19.0	O=C(c1ccc(=O)[nH]n1)N1CCc2ccccc2C1
11.5	20.6	i	0.4	0.6	-25.9	2.5	-2.7	-4.5	7.2	Cc1ccc2nc(NCCNC(=O)c3ccccc3)c(C#N)cc2c1
-1.2	3.0	i	2.6	-4.6	-5.2	2.7	/	-4.2	33.3	Cc1ccc(-n2ccnc(SCC(=O)NC3CCCC3)c2=O)cc1F
-8.6	-1.8	i	3.6	1.7	0.1	5.2	0.3	1.7	7.2	O=c1ccn(CCc2c[nH]c3ccccc23)c2c1CCCC2
7.5	-10.1	i	12.1	0.9	-7.7	0.8	1.3	-0.8	4.2	CCCn1c(N)c(C(=O)CSc2ncc(C(F)(F)F)cc2Cl)c(=O)[nH]c1=O
0.2	/	i	-0.5	3.3	/	0.4	-1.8	-1.6	27.5	FC(F)(F)c1ccc(Cl)c(NC(=S)NC2CC2)c1
-1.6	2.1	i	1.2	5.4	-3.7	-1.7	4.5	-0.4	5.4	CCCOc1ccc(/C=c2\sc3ncnn3c2=O)cc1
-3.3	-0.9	i	-6.4	-0.4	1.8	-7.6	1.6	1.8	23.0	Cc1cccc(Nc2ncnc3onc(-c4cccc(Cl)c4)c23)c1
-1.1	2.0	i	8.6	5.4	0.1	-25.3	-2.0	-1.2	11.5	C/C(CC(=O)NCc1ccccc1)=N\NC(=O)c1cnccn1
-2.8	-4.3	i	-3.4	0.3	12.5	-2.9	6.2	11.3	13.3	CCCCC(=O)NC(NC(=S)N1CCOCC1)C(Cl)(Cl)Cl (stereo not given)
-2.8	-1.8	i	-6.4	-2.8	-0.3	1.3	-1.0	9.2	8.3	O=C1CC2(CCCC2)CC(=O)N1CCCCN1CCN(c2ncccn2)CC1
-0.3	1.4	i	-26.5	12.0	-1.0	2.6	-5.3	15.4	5.2	COc1ccc(NC(=O)c2ccc3c(c2)C(=O)N(CC2CCCO2)C3=O)cc1 (stereo not given)
3.1	-0.6	i	-4.2	2.8	-0.1	1.1	1.1	0.4	11.2	COCCn1nnnc1C(c1cc2ccc(C)cc2[nH]c1=O)N(Cc1ccco1)Cc1cccs1 (stereo not given)
-2.5	1.2	i	16.2	/	11.8	1.5	0.4	-9.7	10.7	COc1ccc(CNC(=O)c2cccc(N3CCCC3=O)c2)cc1
47.6	0.9	i	62.4*	17.3	2.0	-0.7	14.7	3.4	17.3	Nc1nc(-c2cc3ccccc3o2)cs1
10.9	-1.9	i	44.5	5.6	-12.9	5.6	-0.8	6.4	7.6	Cc1cc(-c2nc(-c3ccncc3)no2)ccc1[N+](=O)[O-]
-3.3	-0.6	i	-23.5	-7.0	-9.6	-2.2	1.3	1.6	-0.1	Cc1ccc(OCCC(=O)OCC(=O)NCCc2ccccc2)cc1
1.5	-8.2	i	4.5	-0.9	3.5	-3.1	0.5	0.6	5.9	Cc1ccc(SCC(=O)NCc2ccco2)cc1
-3.0	-1.9	i	2.7	12.2	1.6	3.9	-0.8	/	25.0	O=C(c1ccc(Cl)c(S(=O)(=O)N2CCCC2)c1)N1CCOCC1
1.3	0.6	i	-14.8	18.4	-4.9	-0.9	2.9	-0.1	17.2	CC1=C(C(=O)OC(C)(C)C)C(c2cccs2)NC(=O)N1 (stereo not given)
-4.6	-0.7	i	19.9	12.9	0.3	1.9	-1.5	1.9	50.8	O=C(N/N=C/c1ccco1)c1cc([N+](=O)[O-])cc([N+](=O)[O-])c1

Compound activity as filed in PubChem BioAssay.

Some of the compounds tested, so the mix of outcomes need not match the whole.
